# Screening data from PubChem.
# MEX-5 binding = MEX-5 zinc finger RNA-binding disruptors – biochemical, C. elegans, fluorescence polarization, MLPCN library, primary screen; Zinc finger protein mex-5 (Caenorhabditis elegans), Q9XUB2; MEX-5/FITC-TCR2 RNA binding; hits give low values; activity score (negative = inhibition of binding), % at 10 µM; actives 0.38% (n = 300,000);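 active = inhibition past about -25% in most replicates, and total fluorescence under double the plate's negative control median, limit read from the data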;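 also: 0% = DMSO and -100% = 5 µM competing unlabeled TCR2 RNA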
# Fam108B inh = mouse Fam108B serine hydrolase inhibitors, primary screen, counter-screen for RBBP9 inhibitor project, biochemical, fluorescence polarization; actives 0.33% (n = 300,000); inhibition, % at 9.51 µM; recombinant Fam108B, FP-Rh probe fluorescence polarization;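 active = inhibition above the screen mean inhibition plus 3 SD, computed separately per campaign, cut at about 18% in these data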;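 also: inhibitors lower polarization as less probe binds the enzyme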
# GLD-1 TGE inh = GLD-1/TGE RNA complex disruptors, primary screen, biochemical, fluorescence polarization | Female germline-specific tumor suppressor gld-1 (Caenorhabditis elegans), Q17339 | purified GLD-1 + fluorescein TGE RNA | inhibition, % at 5.96 µM | actives 0.44% (n = 320,000);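 active = percent inhibition above a per-plate cutoff, the plate mean of test compounds plus 3 SD, cut at about 30% in these data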;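 also: 0% = DMSO wells with GLD-1 and probe and 100% = wells lacking GLD-1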
# GSTO1 inh = inhibitors of recombinant GSTO1, primary screen, counter-screen for RBBP9 inhibitor project, biochemical, fluorescence polarization | inhibition, % at 5.96 µM | Glutathione S-transferase omega-1 (Homo sapiens), P78417 | activity-based probe fluorescence polarization | actives 1.1% (n = 300,000);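 active = inhibition above the campaign mean inhibition plus 3 SD, cut at about 35% in these data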;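 also: 0% = GSTO1-1 with DMSO and 100% = wells lacking GSTO1-1 enzyme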
# Target sequence (P78417 whole entry, looked up): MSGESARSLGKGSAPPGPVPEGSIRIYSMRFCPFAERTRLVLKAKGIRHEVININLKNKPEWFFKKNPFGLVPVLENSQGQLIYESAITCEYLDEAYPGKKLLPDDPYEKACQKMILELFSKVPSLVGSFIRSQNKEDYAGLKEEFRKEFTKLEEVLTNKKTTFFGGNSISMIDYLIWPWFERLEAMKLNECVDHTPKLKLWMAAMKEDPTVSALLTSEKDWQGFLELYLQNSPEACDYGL
# PAD4 inh = human PAD4 inhibitors, primary screen, biochemical, fluorescence polarization, 1536-well format; recombinant PAD4, RCA probe fluorescence polarization; inhibition, % at 6.36 µM; actives 0.41% (n = 330,000); AID 485272, 2010;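 active = percent inhibition above a cutoff equal to the mean of all tested compounds plus 3 SD, cut at about 15% in these data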;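 also: 0% = PAD4 with RCA probe and DMSO and 100% = probe without PAD4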
# Target sequence (Q9UM07 whole entry, looked up): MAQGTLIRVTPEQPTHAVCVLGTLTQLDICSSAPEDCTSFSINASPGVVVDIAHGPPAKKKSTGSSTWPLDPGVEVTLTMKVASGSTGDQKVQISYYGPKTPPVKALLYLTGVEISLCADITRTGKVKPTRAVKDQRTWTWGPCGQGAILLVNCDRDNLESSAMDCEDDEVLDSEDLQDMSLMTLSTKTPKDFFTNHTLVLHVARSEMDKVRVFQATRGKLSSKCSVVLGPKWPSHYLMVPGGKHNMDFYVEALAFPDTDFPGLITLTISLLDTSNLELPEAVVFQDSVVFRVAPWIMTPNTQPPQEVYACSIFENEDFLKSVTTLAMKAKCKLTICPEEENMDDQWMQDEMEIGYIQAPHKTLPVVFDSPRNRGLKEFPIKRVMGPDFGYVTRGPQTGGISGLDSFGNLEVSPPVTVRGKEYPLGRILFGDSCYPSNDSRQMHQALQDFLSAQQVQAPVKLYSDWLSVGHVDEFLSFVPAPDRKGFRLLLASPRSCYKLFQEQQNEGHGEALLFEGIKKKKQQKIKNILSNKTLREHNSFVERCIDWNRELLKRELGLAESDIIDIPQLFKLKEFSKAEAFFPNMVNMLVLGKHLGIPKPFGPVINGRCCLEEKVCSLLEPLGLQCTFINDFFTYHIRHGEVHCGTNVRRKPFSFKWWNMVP
# TPT1 inhibitor = Candida albicans TPT1 enzyme inhibitors, primary screen, biochemical, fluorescence polarization; recombinant caTPT1, FP RNA substrate dephosphorylation; inhibition, % at 5 µM; actives 0.81% (n = 300,000);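 active = inhibition above the mean of all tested compounds plus 3 SD, set per screening campaign, cut at about 24% in these data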;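 also: plate controls were DMSO alone for no effect and ferristatin control at 100 nM for full effect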
# PME-1 inh = PME-1 inhibitors via competitive probe labeling, primary screen, biochemical, fluorescence polarization, FP-Rh probe, HTS. Protein phosphatase methylesterase 1 (Homo sapiens), Q9Y570. recombinant PME-1. inhibition, % at 5.9 µM. actives 0.53% (n = 320,000);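 active = inhibition above the campaign mean of all compounds plus 3 SD, cut at about 26% in these data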;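 also: competitive labeling of PME-1 active site by serine hydrolase directed probe; 0% = PME-1 with DMSO and 100% = wells lacking PME-1 enzyme; inhibitors block probe labeling so polarization falls and inhibition rises; many of its hits are not listed in these tables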
# BCLXL inh = inhibitors of human Bcl-xL, primary screen, biochemical, fluorescence polarization, HTS; GST-Bcl-xL / FITC-Bim BH3 peptide fluorescence polarization; actives 0.7% (n = 320,000); inhibition, % at 10.9 µM; Bcl-2-like protein 1 (Homo sapiens), Q07817;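 active = inhibition above the mean of all tested compounds plus 3 SD, cutoff set per campaign, cut at about 30% in these data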;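 also: 0% = DMSO wells and 100% = unlabeled Bim-BH3 peptide competitor; inhibitors lower millipolarization by displacing the labeled peptide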
# MCL1-BIM inh = inhibitors of MCL1 binding to BIM-BH3, primary screen, biochemical, fluorescence polarization. GST-MCL1 / FITC-Bim-BH3 fluorescence polarization. inhibition, % at 10.9 µM. actives 0.68% (n = 320,000). AID 2057, 2009;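 active = inhibition above the mean inhibition of all tested compounds plus 3 SD, set per campaign, cut at about 40% in these data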;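 also: 0% = DMSO wells and 100% = unlabeled Bim-BH3 peptide control; higher means more loss of mP so more displacement of Bim peptide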
# * hit, by the source's call; x = no result given. These rows are one share of the data; count on the stated rates, not on these rows.
canonical_smiles	MEX-5 binding	Fam108B inh	GLD-1 TGE inh	GSTO1 inh	PAD4 inh	TPT1 inhibitor	PME-1 inh	BCLXL inh	MCL1-BIM inh
O=C(CC1C(=O)NCCN1Cc1c(F)cccc1Cl)NCCCN1CCCC1=O (configuration not stated)	5.3	8	5	0	-1	-2	3	13	13
CC1=C(C(=O)OC2CCCCCCC2)C(c2cc3c(cc2Br)OCO3)CC(=O)N1 (configuration not stated)	1.7	-5	2	-7	4	-4	3	5	8
O=C(O)CSC(=S)N1CCCCC1	-1.4	3	1	3	-2	-3	-5	-2	-2
COc1ccc(NC(=O)CSc2nnc(Cc3cccn3C)n2-c2ccc(F)cc2)cc1OC	10.0	-4	-1	-1	1	-1	-1	5	-2
O=C(O)C1C2CCC(C2)C1C(=O)Nc1cc(F)ccc1F (configuration not stated)	1.3	-2	-2	2	3	-1	-1	4	-1
CCN(CC)CC(=O)Nc1ccc(/C(C)=N/NC2=NCCN2)cc1	3.5	0	3	2	-5	-2	2	-3	-1
O=C(c1ccc2c(=O)n3c(nc2c1)CCCCC3)N1CCN(c2ccc([N+](=O)[O-])cc2)CC1	-2.2	-2	0	-2	-11	-4	10	6	5
COc1ccc(-n2c(=O)cc(N3CCOCC3)[nH]c2=O)cc1	1.8	2	1	-3	0	-3	-3	0	4
O=C(NCc1ccccn1)c1nn(-c2ccccc2)c(=O)c2ccccc12	1.0	-2	4	0	-1	2	0	1	-4
NNC(=O)c1csc(-c2ncc(C(F)(F)F)cc2Cl)n1	-0.2	-1	1	3	4	-3	1	6	1
O=C(COc1ccccc1)Nc1ccc2oc(=O)ccc2c1	1.6	6	4	2	5	-1	4	1	5
CC(=O)N1CCN(c2ccc(NCc3ccc(Br)o3)cc2)CC1	x	x	7	x	2	x	4	10	14
CCOC(=O)c1sc(N(C)C(C)=O)nc1C	-0.8	3	11	-7	4	2	-4	-1	2
NS(=O)(=O)c1ccc(CCNC(=O)c2cc3ccccc3s2)cc1	-3.1	-2	-3	-10	-34	-2	-14	-1	4
CCCSC1=N/C(=C\c2ccsc2)C(=O)S1	0.7	-4	-3	11	-10	4	-5	3	5
Cc1ccc(O)c(-c2cc(C(=O)NCc3ccccc3)[nH]n2)c1	-1.4	4	2	3	2	-3	1	5	0
O=C(Nc1ccccc1Cl)C1Cc2ccccc2O/C1=N\O (configuration not stated)	1.6	3	-10	0	2	-5	6	1	1
CC(=O)c1sc(-c2ccccc2Cl)nc1C	-3.3	4	3	13	1	-2	0	7	5
CCn1c(SC/C=C/c2ccccc2)nnc1-c1cccs1	0.6	-6	-5	4	-6	0	3	-3	-4
CS(=O)(=O)n1nc(-c2ccccc2)nc1N	1.5	-8	1	6	-13	2	-3	2	2
Cc1cc(C)c(NC(=O)CNC(=O)CN2C(=O)NC3(CCCc4ccccc43)C2=O)c(C)c1 (configuration not stated)	1.5	-4	-2	-5	-4	0	-2	4	4
CSc1nnc(-c2ccccc2N=Cc2c(C)[nH]n(-c3ccc4ccccc4c3)c2=O)c(=O)[nH]1	-1.0	7	-4	33	-13	-4	21	16	-1
Cn1c(COc2ccccc2)nnc1SCc1cc(=O)[nH]c2ccccc12	1.1	-2	4	-5	-3	-1	3	-6	-7
CC(=O)Nc1ccccc1C(=O)N1CCc2ccccc21	-3.2	-3	-2	5	-5	-12	-7	4	9
O=C(CS(=O)CC(=O)N(c1ccccc1)C(C(=O)NC1CCCC1)c1cccs1)Nc1ccc(F)cc1 (configuration not stated)	-1.0	1	5	-1	5	-2	-7	4	-1
COc1cc(NC(=O)c2ccco2)c(OC)cc1NC(=O)Nc1cccc(Cl)c1	1.7	17	-1	-5	-2	-5	22	3	-2
Cc1cccc(C)c1OCc1cc(C(=O)N2CCNC(=O)C2)no1	0.2	-1	3	1	-4	-2	-3	2	-2
O=C(C[n+]1cccc(O)c1)Nc1ccc(Br)cc1	-0.1	3	0	3	1	-2	-1	3	-1
CCN(CC)CC(=O)Nc1sc(C)c(C)c1C(=O)c1ccc(C)cc1	x	3	-3	4	-1	0	6	5	-1
Cn1c(C(=O)NCC2CCCO2)cc2c(=O)[nH]c3ccccc3c21 (configuration not stated)	0.5	6	4	5	-3	-1	2	8	5
CCOc1ccc2nc(NC(=O)C3CCCN(S(=O)(=O)c4cccs4)C3)sc2c1 (configuration not stated)	-1.0	-15	2	-10	0	-6	-25	3	4
CC1CCC(NC(=O)c2ccc3snnc3c2)CC1 (configuration not stated)	1.5	0	-2	-5	-3	1	-1	2	5
CC(=O)c1c(C)nn(CC(=O)NC2CCCN(Cc3ccc(CC(C)C)cc3)C2)c1C (configuration not stated)	x	-1	6	-2	-2	1	-4	-1	0
COc1ccccc1N1CCN(C(=O)CSc2nc3ccccc3c(=O)n2CC2CCCO2)CC1 (configuration not stated)	-0.2	9	-4	6	3	2	-12	5	1
Cc1ccc(OCCn2c(C)nc3ccccc32)cc1	-0.1	-3	-4	1	0	-4	1	3	0
O=C(NC1CC1)c1cc(F)c(F)cc1Cl	0.3	4	-1	2	-2	-3	-2	-3	3
CS(=O)(=O)N(CC(=O)Nc1ccccc1)c1cccc(Cl)c1Cl	-1.3	-2	3	1	-1	0	2	7	5
Cc1ccc(Cl)cc1N1CCN(C(=O)C2CCC(=O)N2C(C)C)CC1 (configuration not stated)	0.4	2	4	6	3	-6	-4	-1	-5
O=C(CCCOc1ccc(Cl)cc1Cl)N/N=C/c1ccccc1O	0.9	1	-3	-5	5	0	0	3	8
COc1ccc(C2(C(=O)NCCCN3CCOCC3)CCOCC2)cc1	2.9	0	-1	0	-3	4	4	-1	2
CC1CSc2nnc(CCc3ccccc3)n21 (configuration not stated)	3.6	3	-3	-6	-2	0	5	-2	-1
COc1cccc(NC(=O)Cn2cnc3sc(C)c(S(=O)(=O)N4CCN(C)CC4)c3c2=O)c1	0.0	0	-3	2	0	-1	-1	0	9
[O-]/[N+](=C/c1cccnc1)c1ccc(Br)cc1	1.1	5	1	6	0	-2	-6	3	-2
O=C(O)Cc1sc(-c2ccccc2)nc1-c1cccs1	3.0	-1	8	1	3	3	-1	1	1
Cc1ccc(-n2c(SCC(=O)NCc3ccco3)nnc2-c2cccnc2)cc1	-0.9	7	-3	9	-3	5	0	-1	-8
COc1ccc(C(=O)/C=C/c2ccc(O)cc2)cc1	4.7	-1	-24	-15	-1	1	0	2	-3
CNCC[C@H](Oc1ccc(C(F)(F)F)cc1)c1ccccc1	x	-5	-1	2	-7	1	-3	0	-7
Cn1c(N)c(C(=O)COC(=O)c2ccccc2C(=O)c2ccccc2)c(=O)n(C)c1=O	x	x	-2	x	1	x	-2	1	-3
Nc1nonc1-n1nnc(C(=O)N/N=C/c2ccc(Br)cc2)c1CN1CCOCC1	-3.0	-2	-4	0	0	0	-2	5	5
COc1cc(OC)c(C2N(C)c3ccccc3N2C)cc1OC	-3.2	1	2	1	-2	-2	-2	5	8

# Other results follow:
canonical_smiles	MEX-5 binding	Fam108B inh	GLD-1 TGE inh	GSTO1 inh	PAD4 inh	TPT1 inhibitor	PME-1 inh	BCLXL inh	MCL1-BIM inh
C/C(=N\N=C1/SC(CC(=O)O)C(=O)N1c1ccccc1)c1ccc(C)cc1 (configuration not stated)	0.4	-2	4	-5	0	2	0	-1	-4
CCOC(=O)c1cn(CC)c2cc(Cl)c([N+](=O)[O-])cc2c1=O	3.2	-1	-3	2	-4	0	1	2	3
N#CCCN(C(=O)CSc1ccc2c(c1)OCCO2)c1ccc(F)cc1	0.7	-2	-5	-6	6	3	-6	4	6
O=S1(=O)CCOC[C@H](c2ccccc2)N1Cc1cccc(Cl)c1	0.9	7	9	3	-2	-4	1	4	6
Cc1sc2nc(SCC(=O)NCCOCCO)nc(N)c2c1C	-0.2	0	12	8	-4	-7	-4	8	12
CCOC(=O)C1(Cc2ccccc2C)CCCN(C(=O)c2ccc(CSC)o2)C1 (configuration not stated)	-2.6	1	5	-3	4	1	5	2	2
Cc1c(C(c2cc3c(cc2Br)OCO3)c2c(C)n(C)n(-c3ccccc3)c2=O)c(=O)n(-c2ccccc2)n1C	-0.9	3	2	0	2	1	2	1	4
CC(Sc1ncnc2c1cnn2-c1ccccc1)C(=O)Nc1ccc(N2CCOCC2)cc1 (configuration not stated)	x	x	8	x	1	x	1	1	6
CCCNC(=O)Cn1cccc1C(=O)c1ccccc1	0.4	4	1	-8	2	1	-2	1	-3
O=C(NCc1ccccc1)C1CC(=O)N(C2CCCCC2)C1 (configuration not stated)	2.9	-3	-9	1	1	-2	1	-2	3
Cn1nnc2cc(C(=O)N3CCN(c4ccccn4)CC3)ccc21	0.2	1	-3	-2	-2	-2	2	-1	1
O=C(Oc1ccc2c(c1)OCC2=O)c1ccc(Cl)cc1	0.0	1	3	0	2	2	-1	-22	-14
O=C1CCN(Cc2ccc(O)cc2)CCN1CCO	-2.9	-1	13	0	1	-2	-1	6	9
CCc1nc2c(c(=O)c3ccccc3n2C)c(=O)n1CCc1ccc(OC)cc1	0.2	-1	2	2	0	2	-1	8	7
O=C(c1ccc(Cl)c(Cl)c1)N1CCC(=O)N(C(COCc2cccc(Cl)c2)Cc2ccccc2)CC1 (configuration not stated)	1.0	-3	3	-5	-7	-3	5	4	-1
Clc1ccc2nc(CN3CCCc4ccccc43)cn2c1	-1.0	4	-2	1	-3	4	3	3	2
O=C(CN1CCCC1)Nc1c2c(cc3c1CCC3)CCC2	-1.3	2	-4	-1	-4	-2	7	7	4
Cn1nc(C(C)(C)C)c([N+](=O)[O-])c1C(=O)NC1CCCCC1	-0.5	3	7	-3	-4	0	4	1	-2
COc1cc2[nH]c3c(=O)n4c(nc3c2cc1OC)SCCC4	0.8	1	-1	-12	0	-3	0	2	-2
Cc1cccn2c(=O)c3cc(C(=O)NCCN4CCOCC4)n(C)c3nc12	-0.1	0	1	-6	-7	-1	0	9	15
COc1ccc(C(CNC(=O)COc2ccccc2C#N)N2CCOCC2)cc1 (configuration not stated)	-0.1	-1	0	4	-2	-3	-3	4	8
CC(C)c1cc(N2CCC(=O)NC2=O)cc(C(=O)O)c1O	0.9	0	6	2	-2	3	-1	-1	-8
C=CCN(c1ccccc1)S(=O)(=O)c1cccc2cccnc12	-3.5	-6	5	-4	-4	4	0	-1	-2
COc1ccc(CCC(=O)OCC(=O)N2CCN(S(=O)(=O)c3ccc(C)cc3C)CC2)cc1	x	x	4	x	0	x	4	5	5
